High-throughput results as filed in PubChem BioAssay.
PAFAH1B2 inh: PAFAH1B2 enzyme inhibitors, primary screen, biochemical, fluorescence polarization, human. 1.2% of 340,000 active. inhibition, % at 3.39 µM. AID 492953, 2010. recombinant PAFAH1B2, FP-rhodamine activity probe. Platelet-activating factor acetylhydrolase IB subunit alpha2 (Homo sapiens), P68402;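 active = inhibition above the mean of all tested compounds plus 3 SD, cut at about 24% in these data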;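 also: 0% = enzyme with DMSO and 100% = wells lacking PAFAH1B2; many of its hits are not listed in these tables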
Target sequence (P68402 whole entry, looked up): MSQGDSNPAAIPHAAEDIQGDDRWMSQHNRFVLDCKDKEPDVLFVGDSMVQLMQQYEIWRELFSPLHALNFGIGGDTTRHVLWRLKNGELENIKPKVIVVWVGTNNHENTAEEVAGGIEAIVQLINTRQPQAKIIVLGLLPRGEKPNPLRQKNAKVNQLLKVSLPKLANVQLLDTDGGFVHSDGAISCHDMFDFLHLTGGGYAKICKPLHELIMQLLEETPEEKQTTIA
ZTA counter: counter-screen for EBNA-1 inhibitors: inhibitors of Epstein-Barr virus ZTA | P03206 | ZTA-DNA binding, fluorescence polarization | inhibition, % at 11 µM | 0.15% of 320,000 active | AID 2234; in the data active = inhibition above about 33%
PREPL inhibitor: PREPL enzyme inhibitors, primary screen, biochemical, fluorescence polarization | recombinant PREPL, fluorescence polarization activity-based probe | inhibition, % at 5.96 µM | 0.68% of 320,000 active | Prolyl endopeptidase-like (Homo sapiens), Q4J6C6; in the data active = inhibition above about 43%;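 also: 0% = enzyme with DMSO and 100% = wells lacking enzyme; many of its hits are not listed in these tables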
EBNA-1 inh: EBNA-1 DNA-binding inhibitors, primary screen, biochemical, fluorescence polarization | inhibition, % at 14.8 µM | 0.34% of 300,000 active | AID 1950, 2009; in the data active = inhibition above about 28%
pPAFAH FP inh: pPAFAH enzyme inhibitors, primary screen, biochemical, fluorescence polarization, human | recombinant pPAFAH, FP-rhodamine probe fluorescence polarization | AID 463082, 2010 | inhibition, % at 3.39 µM | 1.5% of 330,000 active | Platelet-activating factor acetylhydrolase (Homo sapiens), Q13093;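 active = inhibition above the mean inhibition across the screen plus 3 SD, cut at about 25% in these data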;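 also: inhibitors block binding of the rhodamine activity-based probe so polarization drops; 0% = enzyme with DMSO and 100% = wells lacking pPAFAH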
Target sequence (Q13093 whole entry, looked up): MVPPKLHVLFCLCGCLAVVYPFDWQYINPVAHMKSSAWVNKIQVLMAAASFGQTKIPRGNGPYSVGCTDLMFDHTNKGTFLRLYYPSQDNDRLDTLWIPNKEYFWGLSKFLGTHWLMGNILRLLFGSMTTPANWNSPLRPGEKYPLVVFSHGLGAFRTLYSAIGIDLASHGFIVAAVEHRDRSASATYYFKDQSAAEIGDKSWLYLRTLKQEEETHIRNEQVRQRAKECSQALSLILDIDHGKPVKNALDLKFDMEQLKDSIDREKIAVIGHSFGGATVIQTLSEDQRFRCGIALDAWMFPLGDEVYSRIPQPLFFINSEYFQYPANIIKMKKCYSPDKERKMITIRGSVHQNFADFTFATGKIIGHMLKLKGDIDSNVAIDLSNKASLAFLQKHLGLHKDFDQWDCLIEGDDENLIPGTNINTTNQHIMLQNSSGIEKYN
LYPLA2 inh: LYPLA2 inhibitors, primary screen, counter-screen for PME1 inhibitor project, biochemical, fluorescence polarization, FP-Rh probe ABPP. AID 2177, 2009. inhibition, % at 5.9 µM. Acyl-protein thioesterase 2 (Homo sapiens), O95372. recombinant LYPLA2. 0.38% of 320,000 active;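 active = inhibition above the screen-wide mean plus 3 SD, limit set per campaign, cut at about 26% in these data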;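 also: 0% = LYPLA2 with DMSO and 100% = wells lacking LYPLA2 enzyme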
Target sequence (O95372 whole entry, looked up): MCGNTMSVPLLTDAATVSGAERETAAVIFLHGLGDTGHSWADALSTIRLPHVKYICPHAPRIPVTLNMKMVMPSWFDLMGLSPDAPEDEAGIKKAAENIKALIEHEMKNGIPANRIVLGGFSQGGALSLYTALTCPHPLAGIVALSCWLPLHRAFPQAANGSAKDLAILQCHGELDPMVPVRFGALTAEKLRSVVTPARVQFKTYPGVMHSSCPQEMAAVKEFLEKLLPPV
PAFAH2 FP inh: PAFAH2 enzyme inhibitors, primary screen, biochemical, fluorescence polarization, human; recombinant PAFAH2, FP-rhodamine activity probe; inhibition, % at 3.39 µM; Platelet-activating factor acetylhydrolase 2, cytoplasmic (Homo sapiens), Q99487; AID 492956, 2010; 0.99% of 340,000 active;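 active = inhibition above the mean over all tested compounds plus 3 SD, cut at about 30% in these data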;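 also: inhibitors block probe labeling of enzyme so polarization drops; 0% = enzyme with DMSO and 100% = wells lacking PAFAH2 protein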
LYPLA1 counter: LYPLA1 inhibitors, primary screen, counter-screen for PME1 inhibitor project, biochemical, fluorescence polarization, FP-Rh probe ABPP. inhibition, % at 5.9 µM. Acyl-protein thioesterase 1 (Homo sapiens), O75608. recombinant LYPLA1. 0.16% of 320,000 active;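 active = inhibition above the mean of all tested compounds plus 3 SD, set per campaign, cut at about 14% in these data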;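 also: inhibitors block serine hydrolase probe labeling of LYPLA1 so polarization falls; 0% = enzyme with DMSO and 100% = wells lacking LYPLA1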
PAFAH1B3 inh: PAFAH1B3 enzyme inhibitors, primary screen, biochemical, fluorescence polarization, human. Platelet-activating factor acetylhydrolase IB subunit alpha1 (Homo sapiens), Q15102. recombinant PAFAH1B3, FP-rhodamine probe. inhibition, % at 3.39 µM. 0.28% of 340,000 active. AID 492972, 2010;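 active = inhibition above the screen-wide average of all tested compounds plus 3 SD, cut at about 25% in these data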;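 also: 0% = enzyme with DMSO only and 100% = wells lacking PAFAH1B3 protein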
Numbers without * were called inactive; x = not tested or not shown. An excerpt. The share of hits here may be higher or lower than overall.

SMILES	PAFAH1B2 inh	ZTA counter	PREPL inhibitor	EBNA-1 inh	pPAFAH FP inh	LYPLA2 inh	PAFAH2 FP inh	LYPLA1 counter	PAFAH1B3 inh
CCc1nc2ccccc2c(C(=O)OCC(=O)NC2CC2)c1C	7	x	8	x	4	x	-1	x	12
CCCNc1c(NS(=O)(=O)c2ccc(C3CCCCC3)cc2)c(=O)oc2ccccc12	7	-8	-11	-3	7	3	-5	1	-2
COc1ccc(-n2cc(C#N)c(=O)n(Cc3ccc(F)cc3)c2=O)cc1	6	9	-17	0	3	5	7	3	1
Cc1ccc(NC(=O)c2cc(C(=O)Nc3ccc(C)cc3)n(C)n2)cc1	3	-16	-4	-11	-2	-3	-3	-2	2
COc1ccc(Cl)cc1NC(=O)CN(C)C(=O)CCSc1ccc(C)cc1	26*	2	9	x	-2	-3	7	-1	6
O=C(Nc1cc(=O)[nH]c2ncnn12)c1ccccc1Cl	-5	20	6	1	4	-2	-6	1	-2
COc1ccccc1NC(=O)Cn1cnc2c(oc3ccccc32)c1=O	0	5	-8	8	-1	4	1	1	9
COc1cccc(OCCn2cccc2/C=C2/C(=N)N3OC(C)=CC3=NC2=O)c1	1	-1	-4	-14	-8	-14	1	-10	10
COc1ccc(NC(C)C(=O)N/N=C/c2ccccc2OCc2ccc(Br)cc2)cc1 (configuration not stated)	5	-12	23	-5	16	-1	0	-8	-2
OCC[C@@H]1C[C@@H](O)[C@H](O)[C@]2(Cc3ccccc3CCO2)O1	4	4	-10	-11	-4	-1	0	3	4
CC(NS(=O)(=O)c1ccc([N+](=O)[O-])cc1)C(c1cccs1)N1CCOCC1 (configuration not stated)	3	5	0	-9	3	-8	-5	-2	0
COC(=O)C[C@H]1c2ccc(C(F)(F)F)cc2S(=O)(=O)N1Cc1ccccc1	0	-1	-2	5	1	0	3	1	4
CCN(CC)CC(=O)N1CCCC(C(=O)c2ccccc2OC)C1 (configuration not stated)	-2	-6	3	4	1	-3	3	-4	5
O=CNCC(=O)NC1CCCCCC1	1	-3	8	-3	1	2	3	0	8
COc1ccccc1N1CCN(C(=S)Nc2cccc(C)c2)CC1	1	-5	0	11	7	2	0	-1	8
O=C(Cn1cc(CNC(=O)C2CCCCC2)nn1)Nc1cc(C(F)(F)F)ccc1Cl	3	x	4	x	3	x	0	x	6
O=C(Nc1ccc2ncccc2c1)c1ccccc1Cl	1	-1	8	-1	0	-3	10	-3	-4
CC(C)(C)NC(=O)CSc1nnc(Cc2ccc3c(c2)OCO3)n1C1CCCCC1	3	-8	10	10	-3	4	0	-3	9
N#Cc1c(-c2ccccc2)nc(N2CCN(Cc3ccccc3)CC2)[nH]c1=O	12	-7	12	-7	0	-12	-4	-5	14
NS(=O)(=O)c1ccc(CNC(=O)c2cc(-c3ccccc3)nc3ccccc23)cc1	-3	-5	-12	4	-2	-1	-5	-2	-1

Reformatted: results already given.
> N#Cc1c(-c2ccccc2)nc(N2CCN(Cc3ccccc3)CC2)[nH]c1=O
- PAFAH1B2 inh: 12
- ZTA counter: -7
- PREPL inhibitor: 12
- EBNA-1 inh: -7
- pPAFAH FP inh: 0
- LYPLA2 inh: -12
- PAFAH2 FP inh: -4
- LYPLA1 counter: -5
- PAFAH1B3 inh: 14

> NS(=O)(=O)c1ccc(CNC(=O)c2cc(-c3ccccc3)nc3ccccc23)cc1
- PAFAH1B2 inh: -3
- ZTA counter: -5
- PREPL inhibitor: -12
- EBNA-1 inh: 4
- pPAFAH FP inh: -2
- LYPLA2 inh: -1
- PAFAH2 FP inh: -5
- LYPLA1 counter: -2
- PAFAH1B3 inh: -1

(further entries)
SMILES	PAFAH1B2 inh	ZTA counter	PREPL inhibitor	EBNA-1 inh	pPAFAH FP inh	LYPLA2 inh	PAFAH2 FP inh	LYPLA1 counter	PAFAH1B3 inh
COc1cc2[nH]c(=S)n(N(C(C)=O)C(C)=O)c(=O)c2cc1OC	-3	-20	8	-2	-1	1	6	2	20
Cn1c(Oc2ccc(F)cc2F)c(C=O)c2ccccc21	0	9	-7	-12	1	1	-1	-3	2
O=C(/C=C/c1ccccc1)OCC(=O)N1CCCC1	2	-9	3	x	1	0	0	-4	5
O=C(COC(=O)c1ccc2c(c1Cl)C(=O)c1ccccc1C2=O)NC1CC1	0	-15	30	-5	54*	8	34*	0	8
COc1ccc(OCc2cc(C(=O)N3CCCCCCC3)no2)c(Cl)c1	6	15	6	6	5	-1	5	0	-1
Cc1cc(-c2ccccc2)c2nncn2n1	0	8	2	3	2	2	2	0	-1
O=C(COc1ccc(Cl)cc1Cl)NNC(=S)NCc1ccco1	-1	5	-11	7	9	8	5	3	1
Cc1ccc(C)c(C(=O)OCC(=O)Nc2ccc(N3CCOCC3)cc2)c1	-3	6	5	5	6	-3	-9	-2	2
CC(C)NCCOCCOc1ccc(Cl)cc1Br	-1	-7	10	-9	2	-10	-6	-3	1
COc1ccc(Br)cc1CN(C)CC(=O)NCCc1ccc(S(N)(=O)=O)cc1	2	-1	-1	-1	-1	-3	-4	-2	0
O=C(Nc1ccc2nsnc2c1)N1CCCCC1	1	-17	-1	-11	4	6	7	0	-3
COCCNC(=S)N1CCN(c2nc(-c3ccc(F)cc3)cs2)CC1	4	-2	20	17	13	7	-3	2	5
CCOc1ccccc1NC=C1C(=O)OC2(CCCCC2)OC1=O	6	-5	7	-8	1	-4	5	1	7
COc1ccc(OC)c(CNC(=O)CCc2cn(C)c3ccccc23)c1	3	16	-29	12	6	3	0	0	6
Cc1c(Cl)cccc1NC(=O)CN(C1CCCCC1)S(C)(=O)=O	-1	10	8	3	-3	-6	4	-4	2
COC(=O)c1ccc(NC(=S)N2CCN(Cc3ccccc3Cl)CC2)cc1	6	4	-3	-17	0	-7	-3	-7	6
Cc1cc(NC(=O)CSc2nnc(-c3ccc(Br)o3)n2Cc2ccccc2)no1	3	-3	-20	4	9	4	-8	-1	3
S=C(NCCCN1CCOCC1)Nc1ccc(Cl)cc1Cl	4	-21	7	-3	-2	8	2	1	-5
CCCc1ccc2oc(C(=O)N3CCN(C4CCS(=O)(=O)C4)CC3)c(C)c2c1 (configuration not stated)	4	10	7	6	22	-1	4	-3	9
NC(=O)NC(=O)COC(=O)c1sc2ccccc2c1Cl	-36	-3	1	22	-2	-89	-49	-31	-17
COc1ccc(N2CCN(Cc3nnnn3C3CCCCC3)CC2)cc1	3	-5	15	-7	1	0	5	-1	5
O=C(Nc1nnc(S(=O)(=O)N2CCOCC2)s1)c1ccc(F)cc1	4	5	-3	3	-2	-1	1	1	-3
Cc1cc([N+](=O)[O-])c(C)cc1-c1ccc(/C=N/NC(=O)Cn2nnnc2N)o1	-3	3	22	1	6	3	-2	0	-5
CCCOc1ccc(C(C(=O)OCCN(CC)CC)c2ccccc2)cc1 (configuration not stated)	-3	5	6	-1	4	4	5	3	-6
Cc1cc(C)n2nc(SCC(=O)c3cc(C)n(-c4cc(C)on4)c3C)nc2n1	0	-6	-16	-1	-4	-2	-7	-1	-7
c1ccc(-n2ncc3c2ncn2cnnc32)cc1	4	-13	15	1	0	-2	4	-3	11
CCOC(=O)CN(c1cccc(C(C)=O)c1)S(C)(=O)=O	2	3	2	-9	4	1	-3	-1	3
Cc1cccnc1Oc1ncccc1N	x	6	2	-4	2	7	x	4	x
CCCCN1C(=O)NC(NC(C)=O)(C(F)(F)F)C1=O (configuration not stated)	0	5	-9	-6	0	1	6	0	1
O=C(CCCN1C(=O)/C(=C/c2ccccc2Cl)SC1=S)Nc1ccccn1	2	3	-12	-2	0	-1	-7	-5	-5
N#CC(C#N)=Cc1ccc(-c2ccc(S(=O)(=O)N=C(N)N)cc2)o1	-23	-1	-7	-10	14	-22	-37	-16	-23
Cc1nc(C)c(-c2ccc(SCC(=O)Nc3ccc(C)c(Cl)c3)nn2)s1	1	0	-70	16	2	-7	-7	-3	-6
COc1ccc(CNC(=O)CCNS(=O)(=O)c2ccc(C)cc2)cc1	4	6	1	10	-2	-1	-5	-3	2
O=C(COc1ccccc1Cl)N1CCCC1	-4	-16	13	0	-1	8	-1	-1	10
COc1cc(C(=O)OCC(=O)N(C)c2ccccc2)cc(OC)c1OC	8	12	-7	6	0	11	-5	0	-2
CC1CCCCC1NC(=O)c1ccc(-n2cncn2)c([N+](=O)[O-])c1 (configuration not stated)	1	6	0	-13	-6	-3	6	0	2
Cc1cc(NS(=O)(=O)c2ccc(NC(=O)C(C)Oc3ccc4c(C)cc(=O)oc4c3)cc2)no1 (configuration not stated)	1	1	0	9	4	5	-3	3	2
O=C(O)COn1c(-c2ccccc2)nc2ccc([N+](=O)[O-])cc21	2	-19	8	-7	20	1	16	-3	2
COC(=O)c1ccc(NC(=O)Nc2ccc(OC)cc2)cc1	3	-7	19	-9	-3	-6	6	-2	1
CCOc1cc(/C=N/NC(=O)C(C)Sc2ccccc2)ccc1O (configuration not stated)	10	10	1	-7	0	-8	10	1	9
Cc1ccc(CCNC(=O)C2CCC(=O)N2C2CCCC2)cc1 (configuration not stated)	27*	-3	-2	-9	-1	0	-2	-2	-9
COCCNC(=O)CN(c1ccc(C)cc1)S(=O)(=O)c1ccc(SC)cc1	2	5	-1	-7	3	-1	6	-1	2
O=C(Nc1ccccc1C(F)(F)F)N1CCC(N2CCCCC2)CC1	-2	-6	1	-13	6	-1	-5	3	7
CCCSc1nc2c(=O)[nH][nH]c(=O)c2n1Cc1ccccc1	8	-8	12	-10	1	14	-2	4	9
COc1cc2c(cc1OC)CN(Cc1ccccc1)CC2	4	-1	6	-11	1	5	0	2	5
CC(C)(C)OC(=O)N1CCC(c2c(C(=O)NCC3CCN(C4CCCC4)C3)cnn2-c2ccccc2)CC1 (configuration not stated)	4	-25	8	-9	2	0	4	3	6
N#Cc1c(/N=C/c2ccco2)sc2c1CCCCC2	1	1	-2	9	6	-2	13	-1	-1
COC(=O)N/N=C/c1ccc(-c2cc(Cl)cc(Cl)c2)o1	-2	6	4	-2	12	2	-2	0	6
O/N=C(\CN1CCCCC1)c1ccccc1	7	-8	2	-5	-1	1	-1	2	4
Cc1cc(=O)oc2c(CN3CCCCC3)c(O)c(Cl)cc12	2	-7	0	-2	6	4	-1	-1	3
Cc1cc(Cl)c(S(=O)(=O)Nc2cccc(O)c2)cc1OCC(N)=O	2	-7	8	-3	1	1	-2	1	5
O=C(NCCc1cccnc1)c1cc(COc2ccc(F)cc2Cl)on1	9	1	-4	3	0	4	-3	0	5
CCc1cc2c(=O)n(N)c(CCC(=O)O)nc2s1	6	1	8	1	5	-3	1	-3	5
COC(=O)c1[nH]c2ccccc2c1NC(=O)CN1CCCc2ccccc21	3	9	32	4	5	-5	10	-4	13
Cc1ccc(N2C(=O)CC(Sc3cccs3)C2=O)cc1 (configuration not stated)	4	3	0	-3	-1	1	3	1	0
O=C(c1ccc(N2CCOCC2)cc1)N1CCCC(Nc2ccccc2)C1 (configuration not stated)	3	2	1	-5	6	-1	12	-1	5
COc1ccc(/C=C2\SC(=O)N(CCCC(=O)Nc3ccc(C(=O)O)cc3)C2=O)cc1OC	2	4	0	4	0	4	0	-7	8
O=C(CN1CCN(C(=O)c2cccs2)CC1)Nc1ccc(Br)cc1	-4	-5	5	1	-3	19	-5	9	7
O=C1C=C(/C=C/c2ccccc2)C[C@@H](c2ccc(F)cc2)C1	7	-2	-20	x	7	1	-1	-4	-3
